MEKK3 PB1 HTS = raises or lowers MEK5 binding to the human MEKK3 PB1 domain; bead-based flow cytometry, Alexa488-MEK5 binding to MEKK3; actives lie on both sides; 0 = blocked by unlabeled MEK5, 100 = vehicle; binding response (% of control), % at 10 µM; actives 1.4% (n = 290,000); AID 1529;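 active = binding response more than 3 SD above or below the average of its plate-row segment, actives on both sides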;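 also: Alexa488 bead fluorescence after subtracting the streptavidin-only scavenger bead signal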
Target sequence (Q99759 whole entry, looked up, the tested form may be a part): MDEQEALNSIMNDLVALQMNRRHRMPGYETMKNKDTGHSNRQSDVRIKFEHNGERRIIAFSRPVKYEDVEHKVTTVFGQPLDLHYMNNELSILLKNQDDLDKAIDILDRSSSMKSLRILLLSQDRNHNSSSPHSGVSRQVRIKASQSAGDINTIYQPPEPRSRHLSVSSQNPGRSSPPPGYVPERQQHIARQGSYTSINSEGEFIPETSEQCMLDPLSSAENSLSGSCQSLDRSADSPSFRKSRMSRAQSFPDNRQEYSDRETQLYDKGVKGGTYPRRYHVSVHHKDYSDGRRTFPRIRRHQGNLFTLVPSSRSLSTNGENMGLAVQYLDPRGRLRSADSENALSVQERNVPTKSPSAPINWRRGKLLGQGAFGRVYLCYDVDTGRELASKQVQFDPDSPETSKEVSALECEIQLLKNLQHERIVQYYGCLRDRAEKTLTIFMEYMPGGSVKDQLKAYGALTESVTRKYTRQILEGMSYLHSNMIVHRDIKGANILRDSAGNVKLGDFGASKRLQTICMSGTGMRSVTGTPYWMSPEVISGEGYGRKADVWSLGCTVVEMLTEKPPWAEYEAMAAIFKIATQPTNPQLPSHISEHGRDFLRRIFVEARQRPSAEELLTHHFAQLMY
pCIP destab = compounds decreasing mouse p/CIP protein stability; decrease of EGFP signal, % at 10 µM; AID 1984; F442A p/CIP-EGFP cells, EGFP fluorescence, 16 h; actives 0.01% (n = 290,000);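 active = EGFP signal decrease of at least 30% at 10 µM or well 3 SD below plate mean, unless failing retest; inactive = the rest, including hits failing retest or dose response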; also: some compounds called inactive have numbers as strong as hits; many of its hits are not listed in these tables
VIM-2 inh = inhibitors of Pseudomonas aeruginosa VIM-2 metallo-beta-lactamase. purified VIM-2, nitrocefin hydrolysis, epi-absorbance fluorescence. inhibition, % at 5.6 µM. actives 0.89% (n = 290,000). AID 1527;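 active = inhibition above the mean of all tested compounds plus 3 SD, cutoff set per screening run, cut at about 7.5% in these data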;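 also: red hydrolysis product quenches plate fluorescence so inhibitors raise well fluorescence; 0% = enzyme with DMSO and 100% = DMSO without enzyme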
UBC9 SUMO inh = inhibitors of human SUMOylation (UBC9); HTRF SUMOylation assay, SAE1/SAE2 + UBC9, in vitro; inhibition, % at 35 µM; actives 0.36% (n = 290,000); in the data active = inhibition above about 50%, passing the limit was not always enough; also: strong numbers were not always called active
Target sequence (P63279 whole entry, looked up): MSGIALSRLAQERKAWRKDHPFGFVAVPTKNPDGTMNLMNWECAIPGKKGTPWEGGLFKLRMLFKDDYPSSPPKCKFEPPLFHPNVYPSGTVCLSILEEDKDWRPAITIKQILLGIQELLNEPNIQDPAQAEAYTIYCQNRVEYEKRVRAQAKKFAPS
PHOSPHO1 block = blocks human PHOSPHO1 phosphatase activity. Q8TCT1. recombinant PHOSPHO1, absorbance phosphatase assay. inhibition, % at 13.3 µM. actives 1.1% (n = 290,000). AID 1565; in the data active = inhibition above about 60%
Target sequence (Q8TCT1 whole entry, looked up): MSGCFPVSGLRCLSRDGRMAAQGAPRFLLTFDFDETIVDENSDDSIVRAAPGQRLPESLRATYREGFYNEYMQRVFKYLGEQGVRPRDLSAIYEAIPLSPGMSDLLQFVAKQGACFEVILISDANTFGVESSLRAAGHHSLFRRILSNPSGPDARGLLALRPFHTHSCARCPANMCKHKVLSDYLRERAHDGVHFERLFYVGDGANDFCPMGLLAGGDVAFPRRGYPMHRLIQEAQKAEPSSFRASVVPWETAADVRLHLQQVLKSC
IDE cell activ = activators of human insulin-degrading enzyme in cells; activation, % at 5.96 µM; actives 0.073% (n = 340,000); HEK cells, FAbeta-B cleavage, fluorescence polarization; 0% vehicle, 100% cell-free pure enzyme wells; P14735;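 active = activation above the mean of all tested compounds plus 3 SD, set per screening campaign, cut at about 17% in these data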
DNA FID counter = fluorescent intercalator displacement, NS3 helicase counter-screen | inhibition, % at 7.9 µM | actives 0.17% (n = 290,000) | DNA fluorescent intercalator displacement, fluorescence; in the data active = inhibition above about 37%;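 also: 0% = vehicle and 100% = reference compound; higher means more ethidium bromide displaced from hairpin DNA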
IMP-1 inhibitor = blocks Pseudomonas aeruginosa IMP-1 metallo-beta-lactamase; purified IMP-1, nitrocefin hydrolysis, epi-absorbance fluorescence; actives 0.45% (n = 290,000); AID 1556; inhibition, % at 5.6 µM;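 active = inhibition above the mean plus 3 SD of all compounds in the same screening run, cut at about 4.5% in these data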;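 also: 0% = IMP-1 with DMSO and 100% = DMSO wells lacking enzyme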
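Test system: recombinant IMP-1 enzyme, purified / Medium: HEPES buffer pH 7.1 with ZnSO4 and Brij 35 / Doses: single dose, 5.6 µM / Times: 25 °C, 15 min preincubation, 25 min reaction / Detection: Epi-absorbance via hydrolysed-nitrocefin quenching of white-plate fluorescence, 480/530 nm, EDTA stop / Evaluation: percent inhibition from optical density relative to buffer-blank wells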
NS3 helicase inh = HCV NS3 helicase inhibition | NS3 helicase DNA unwinding, Cy5 molecular beacon fluorescence | inhibition, % at 10.9 µM | actives 0.56% (n = 290,000);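 active = inhibition above the mean of all tested compounds plus 3 SD, set per campaign, cut at about 35% in these data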;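 also: 0% = DMSO wells and 100% = thioflavine S control wells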
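System: Hepatitis C virus NS3 helicase domain fragment enzyme | Reagent: Annealed dual-labelled DNA beacon duplex, ATP-started | Compound dosing: 10.9 µM single point, 0.8% DMSO | Incubation: 1 h reaction at 25 °C, ATP-initiated | Technique: Cy5 fluorescence | Evaluation: Percent inhibition from t60/t0 fluorescence ratio | Benchmarks: Low DMSO, high thioflavine S at 110 µM | Replication: Singlicate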
The depositor's hits bear a star; . = not tested or not shown; & = joins results of further samples. Not all compounds are listed (hit frequency here may not be typical).

Values run as follows: MEKK3 PB1 HTS	pCIP destab	VIM-2 inh	UBC9 SUMO inh	PHOSPHO1 block	IDE cell activ	DNA FID counter	IMP-1 inhibitor	NS3 helicase inh
O=C(O/N=C(\c1ccccc1)c1ccncc1)c1ccccc1Cl
→ 101	-11	-2.4	-4	-90	5	-13	-4.2	7
CC(NC(=O)C1CCCN1S(=O)(=O)c1cccc2nsnc12)c1ccccc1 (stereo not given)
→ 99	0	0.0	0	42	7	-17	-0.8	7
COC(=O)c1c(NC(=O)CC2NCCNC2=O)sc2c1CCCC2 (stereo not given)
→ 101	-5	7.6	3	2	2	-6	1.1	4
Cc1ccc(S(=O)(=O)NCC(=O)OCC(=O)Nc2cccc(S(=O)(=O)NC3=NCCCCC3)c2)cc1
→ 98	6	0.9	3	-10	-2	-26	-0.9	-5
Nc1nnnn1/N=C/c1ccc(F)cc1
→ 96	0	-0.3	8	38	2	0	-1.5	-6
Cc1cccc(-c2nc3ccccc3c(=O)n2NC(=O)c2ccc([N+](=O)[O-])c(C)c2)c1
→ 126	-12	-1.4	9	-14	1	0	-3.2	3
Cc1onc(-c2c(F)cccc2Cl)c1C(=O)OCC(=O)NCc1ccco1
→ 108	-15	-2.7	20	-21	1	-14	-1.2	16
Cc1ccc(S(=O)(=O)N(C)c2c(C)ccc(S(=O)(=O)N3CCN(C)CC3)c2C)cc1
→ 89	-12	-2.0	7	-5	-3	0	-3.5	-18
CSc1ccccc1OCc1cc(C(=O)N2CCc3[nH]cnc3C2c2ccccn2)no1 (stereo not given)
→ 103	-13	-4.2	-9	56	4	-12	-5.0	-66
COc1cc(/C=C/C(=O)O)cc(S(=O)(=O)Nc2ccccc2Oc2ccccc2)c1OC
→ 107	-6	1.3	14	28	5	-38	-2.7	10
Cc1ccc(-c2nc3cccnc3s2)cc1NS(=O)(=O)c1ccc2c(c1)OCCO2
→ 101	3	-1.8	7	2	6	-5	-3.0	-11
COCCNC(=O)c1ccc(N2CC3CC(C2)c2cccc(=O)n2C3)c(NC(=O)c2c(F)cccc2F)c1 (stereo not given)
→ 100	-4	-2.1	7	28	-2	-32	-4.7	1
COc1ccc(C)c2sc(NC(=O)C3=COCCO3)nc12
→ 116	10	2.5	-4	-6	-4	-5	0.7	-5
CC(=O)NC(CC(=O)Nc1nc(C)cs1)c1ccccc1 (stereo not given)
→ 108	4	-2.0	5	-3	-2	-2	-4.5	1
COc1ccc(NC(=O)CCC(=O)Nc2nnc(C3CCCCC3)s2)cc1
→ 98	-2	-2.2	14	45	4	-11	-2.6	3
CC(C)[C@H](NC(=O)c1ccco1)C(=O)OCC(=O)N1CCc2ccccc21
→ 111	-10	-4.1	26	5	3	-34	-2.7	13
CCNC(=O)COc1ccc(C=O)cc1OC
→ 96	-19	-1.3	-13	-14	4	-3	-0.9	-1
COc1ccccc1NC(=O)/C(C#N)=C/C=C/c1ccco1
→ 104	-12	-2.4	4	5	-3	0	-3.5	19
CNC(=S)N/N=C/c1ccc(-c2cc([N+](=O)[O-])ccc2Cl)o1
→ 101	4	-1.1	21	8	9	-2	-2.1	-6
O=C(CCc1nc(-c2ccc(Cl)cc2)no1)OCc1ccc(Br)cc1
→ 104	.	-0.8	.	.	3	2	-1.3	3
Nc1nc(CSCCO)nc(Nc2ccccc2)n1
→ 108	0	-0.5	18	25	6	-1	-1.8	0
COc1ccc(O)c(C(=O)c2cnn(-c3ccccc3)c2)c1
→ 100	1	-1.3	2	6	-1	-8	2.9	14
CC1CCCCC1NC1=NCCS1 (stereo not given)
→ 111	-1	-5.0	-2	13	1	-1	-2.7	-3
CCOCCCNC(=O)C1CCCN(S(=O)(=O)CC)C1 (stereo not given)
→ 100	2	-2.4	-6	0	10	-2	-0.9	-4
CSc1nnc(-c2sccc2OCc2ccccc2)n1C
→ 104	3	-0.5	-7	17	-4	-11	-1.5	-3
N/C(=N\c1nc2ccccc2o1)NC(=O)c1ccccc1NC(=O)c1ccccc1
→ 109	18	-3.0	10	31	2	0	-4.0	-10
COc1ccccc1C(=O)N/C(=C\c1ccc(Br)cc1)C(=O)N1CCCC1
→ 96	6	-2.4	11	20	.	-41	-3.1	5
CO/N=C\C(=N\Nc1ccc(OC)cc1)C(=O)c1ccccc1
→ 102	-2	-4.6	6	-5	7	0	-4.0	0
CC1(c2nnc(-c3ccccc3)o2)CC(c2ccncc2)=NO1 (stereo not given)
→ 104	5	.	-6	18	-2	.	.	.
COc1ccc(/C=C2\CCC(C3CCCC3)C2=O)c(OC)c1OC (stereo not given)
→ 102	-16	0.1	19	20	4	-14	-3.7	7
O=C(O)CN1C(c2ccccc2O)Nc2ccc(Br)cc2C1c1ccccc1 (stereo not given)
→ 99	-16	-3.0	21	34	.	-10	-0.4	11
CCOc1ccc(CSC(=N)N)cc1Cl
→ 103	-13	-2.1	12	32	4	1	-3.1	-8
COc1ccc(C(=O)Nc2cccc(-c3cc4ccccc4oc3=O)c2)cc1[N+](=O)[O-]
→ 100	-1	0.0	10	10	3	1	-2.9	12
CC(C)(C)n1nc2c(c1NC(=O)c1ccccc1C(F)(F)F)CS(=O)(=O)C2
→ 104	1	-2.6	-1	-20	-3	-2	-4.8	-5
COc1ccc(CC(=O)N/N=C(\C)c2ccccn2)cc1
→ 100	-8	-3.5	-6	7	0	-7	-1.6	9
COc1c(O)ccc(/C=C(\C#N)c2nc3ccccc3[nH]2)c1[N+](=O)[O-]
→ 91	14	0.2	11	18	4	-2	-0.8	-2
O=C(NCCc1cccs1)C1CC1
→ 100	-4	-1.5	5	-6	5	-7	-3.0	-2
COc1ccc(NS(=O)(=O)c2ccc(Cl)s2)cn1
→ 96	5	-1.1	20	16	5	-1	0.1	-2
O=C(COC(=O)CNS(=O)(=O)c1cccc(Br)c1)NC(=O)Nc1ccc2c(c1)OCCO2
→ 94	-3	-4.9	7	-18	0	-12	-2.7	-4
COc1ccc(Cn2c(C)nc3c(c(=O)c4ccccc4n3C)c2=O)cc1
→ 104	-13	2.0	11	20	-1	-8	-1.6	13
CC(=O)c1c(C)oc2c1cc(O)c1ccccc12
→ 102	-1	-2.1	6	-2	4	0	0.8	3
Cc1cccc(C(=O)Nc2cc(OCc3cccc(F)c3)c(Cl)cc2Cl)c1
→ 104	-6	0.8	1	6	2	0	0.3	10
CC1(C)Oc2ccc3ccc(=O)oc3c2/C(=C/Nc2ccc(O)cc2)C1=O
→ 97	4	-1.5	2	6	0	-4	-1.8	5
CCOCC(O)CNc1ccccc1 (stereo not given)
→ 102	11	-3.5	-2	-1	-1	-3	-4.0	-6
CCN(C(=O)COC(=O)c1cc(-c2ccccc2)nn1-c1ccccc1)C1CCS(=O)(=O)C1 (stereo not given)
→ 100	8	-2.4	0	28	-1	-20	-2.1	8
O=C(NC1CCCC1)C(c1ccncc1)N(Cc1ccco1)C(=O)c1ccc(-c2ccccc2)[nH]1 (stereo not given)
→ 101	3	-3.0	1	-10	4	-25	-1.1	-5
C[C@@]12CCC=C[C@H]1[C@H](c1ccc3ccccc3c1/C=C/c1ccccc1)N(Cc1ccccc1)C2=O
→ 106	-10	.	15	26	3	.	.	.
COc1ccc(NC(=O)c2cc3c(s2)CCC3)cc1S(=O)(=O)N1CCOCC1
→ 103	-3	-1.0	31	-1	3	-17	-5.0	13
Cc1ccc(C2C3C(=O)N(c4ccc(C)cc4)C(=O)C3N3CCCN23)cc1 (stereo not given)
→ 65	6	-0.7	-7	4	0	-9	-0.6	13
CC(C)Sc1nc(-c2cccs2)nc2c1c(=O)n(C)c(=O)n2C
→ 110	-2	-1.7	12	8	.	-3	-2.5	11
C=CCOC(=O)C1=C[C@H](c2ccccc2)[C@@H](CCCO)[C@H](OCC)O1
→ 106	-6	0.0	8	14	3	-30	-1.8	-1
CCOC(=O)C1CCN(C(=O)Cc2c(C(=O)O)n(C)c3ccccc23)CC1
→ .	-6	2.1	8	23	5	-8	-2.8	5
O=c1[nH]c2ccccc2n1C1=CCNCC1
→ 91	5	-4.0	23	5	3	-3	-3.5	9
CC(=O)NCC(=O)OCC(=O)N1c2ccccc2Sc2ccccc21
→ 101	-5	-2.3	8	12	3	-12	-2.8	0
CC(=O)Nc1ccc(S(=O)(=O)NC2=C(N3CCN(Cc4ccccc4)CC3)C(=O)c3ccccc3C2=O)cc1
→ .	-9	-1.8	29	64*	5&0	5	-5.3	4
O=C(Cc1cccs1)NCCc1ccc(Cl)cc1
→ 100	-3	-2.0	-13	15	0	-4	-1.9	5
COc1cc(/C=C/c2cccc[n+]2C)ccc1OCC(=O)Nc1ccccc1C
→ 101	-11	-2.4	13	15	-1	7	-3.0	1
COc1ccc2[nH]c(=O)c(CN(Cc3nnnn3CCc3ccccc3)CC3CCCO3)cc2c1 (stereo not given)
→ 104	8	-3.4	36	13	-4	-5	-1.7	18
Cc1onc(-c2ccccc2)c1C(=O)OCC(=O)NCc1ccc(F)cc1
→ 100	-5	-2.0	1	44	2	-12	-4.7	5
O=S(=O)(Nc1ccccn1)c1ccc(C2CCCCC2)cc1
→ 102	-6	-2.2	13	14	4	-28	-1.7	-10

A run of entries of the results above, as a working copy:
Values run as follows: MEKK3 PB1 HTS	pCIP destab	VIM-2 inh	UBC9 SUMO inh	PHOSPHO1 block	IDE cell activ	DNA FID counter	IMP-1 inhibitor	NS3 helicase inh
COc1ccc2[nH]c(=O)c(CN(Cc3nnnn3CCc3ccccc3)CC3CCCO3)cc2c1 (stereo not given)
→ 104	8	-3.4	36	13	-4	-5	-1.7	18
Cc1onc(-c2ccccc2)c1C(=O)OCC(=O)NCc1ccc(F)cc1
→ 100	-5	-2.0	1	44	2	-12	-4.7	5
O=S(=O)(Nc1ccccn1)c1ccc(C2CCCCC2)cc1
→ 102	-6	-2.2	13	14	4	-28	-1.7	-10

(list continues)
Values run as follows: MEKK3 PB1 HTS	pCIP destab	VIM-2 inh	UBC9 SUMO inh	PHOSPHO1 block	IDE cell activ	DNA FID counter	IMP-1 inhibitor	NS3 helicase inh
C/C(=N\Nc1ccc2nncn2n1)c1ccccn1
→ 98	6	-3.7	-3	28	.	-11	-3.6	-5
O=C(CSc1nnc(Cn2nnc3ccccc32)o1)Nc1ccc(Cl)cc1
→ 101	-21	-1.3	14	3	3	-8	-3.9	-4
COCCCNC(=O)c1cn(C)c(=O)c2cc(OC)c(OC)cc12
→ 100	-18	-1.6	24	-16	-4	-6	-5.9	-5
CCC(=O)Nc1cccc(C2=NOC3(C2)C[C@@H](C(N)=O)N(C(=O)c2ccccc2C(=O)c2ccccc2)C3)c1 (stereo not given in full)
→ 92	-8	.	27	31	0	.	.	.
COc1ccc(C2=NN(C(N)=S)C(c3ccco3)C2)cc1 (stereo not given)
→ 103	-23	0.9	21	28	3	-5	-1.3	7
CCC(=O)N/N=C(\C)CC(=O)Nc1cc(Cl)ccc1C
→ 91	-4	-2.5	0	-1	1	-16	-0.9	-4
Cc1ccc(OCCCCN2CCc3ccccc3C2)c(C)c1
→ 116	7	-3.5	-3	14	6	3	-1.7	-46
Cc1nnc(SCC(=O)O)o1
→ 96	-12	-4.4	19	30	5	1	-2.9	-16
